Platelet DG rel: inhibitors of platelet dense granule secretion, primary screen, cell-based, MLPCN, human platelets. human platelet-rich plasma, SFLLRN dense granule ATP release, luminescence. inhibition, %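 (compounds screened at 7.5 µM in platelet-rich plasma)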. hit rate 0.22% among 300,000;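 active = mean replicate score, as percent of positive control, at or above 50; inconclusive = mean below 50 but at least one replicate at or above 50; inactive = mean and every replicate below 50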
HSF1 inhib: HSF1 inhibitors in luciferase reporter cells, primary screen, cell-based, NIH3T3, luminescence. NIH3T3-HGL HSE-luciferase, MG132-induced, luminescence 8 h; stronger effect = lower value. activity change, negative = inhibition, % at 7.5 µM (by protocol). hit rate 0.77% among 300,000. AID 2098, 2009;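 active = more than half of replicate wells show activity change below -50%, luminescence cut by over half; inconclusive = some wells, but at most half, below -50%; inactive = no replicate well below -50%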;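 also: luciferase reports HSF-1 transcriptional activity via heat shock element; 0% = median of DMSO wells and -100% = zero luminescence signal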
HSF-1 act: HSF-1 activators, primary screen, NIH3T3-HGL cells, MG132 stress, luminescence, single point; NIH3T3-HGL HSF-1 luciferase reporter, 8 h; 100% = twice DMSO control signal; activation, % at 9 µM; hit rate 1.7% among 300,000;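 active = mean replicate activation of at least 50% with a set share of replicates each reaching 50%; inconclusive = only one of those two conditions met; inactive = mean below 50% and too few replicates reaching it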;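 also: 0% = median of the neutral control wells and 100% = twice that signal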
GSK3 alpha inh: blockers of GSK3A enzyme activity – biochemical, luminescence, cell-free homogeneous, HTS, primary screen | Glycogen synthase kinase-3 alpha (Homo sapiens), P49840 | GSK-3 alpha kinase, ADP-Glo luminescence, 60 min | inhibition, % at 10 µM | hit rate 0.1% among 320,000 | AID 2650, 2010;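 in the data active = inhibition above about 50%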;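 also: GST-tagged GSK-3 alpha with peptide substrate and 25 µM ATP; 0% = DMSO neutral wells and 100% = GW8510 positive control wells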
Target sequence (P49840 whole entry, looked up): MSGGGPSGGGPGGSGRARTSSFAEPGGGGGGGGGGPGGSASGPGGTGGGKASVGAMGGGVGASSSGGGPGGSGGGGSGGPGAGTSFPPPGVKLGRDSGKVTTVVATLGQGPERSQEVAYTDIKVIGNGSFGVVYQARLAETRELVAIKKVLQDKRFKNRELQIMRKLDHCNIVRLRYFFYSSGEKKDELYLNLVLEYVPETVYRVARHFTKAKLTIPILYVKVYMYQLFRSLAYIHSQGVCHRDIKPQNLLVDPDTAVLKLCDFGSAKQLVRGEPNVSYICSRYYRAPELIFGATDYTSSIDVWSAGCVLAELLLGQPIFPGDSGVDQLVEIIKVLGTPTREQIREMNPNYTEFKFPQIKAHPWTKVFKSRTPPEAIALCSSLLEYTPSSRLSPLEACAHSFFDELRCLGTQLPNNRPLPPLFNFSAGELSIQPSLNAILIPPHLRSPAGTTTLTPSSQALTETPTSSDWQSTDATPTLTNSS
HSP90 inh: HSP90 inhibitors, primary screen, cell lysate, luminescence. Rabbit reticulocyte lysate, luciferase refolding luminescence, 3 h. AID 1789, 2009. Heat shock protein HSP 90 (rabbit reticulocyte lysate; luciferase refolding). hit rate 0.91% among 290,000. inhibition, % at 5.6 µM;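 active = inhibition above the screen-wide mean plus 3 SD, computed separately per campaign, cut at about 16% in these data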;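 also: 0% = DMSO wells and 100% = 60 µM geldanamycin wells; inhibitors lower the luminescence because luciferase stays unfolded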
KLF5 inhibitor: KLF5 expression inhibitors, primary screen, DLD-1 cells, luminescence | DLD-1 KLF5 promoter-luciferase reporter | inhibition, % at 5 µM | hit rate 0.23% among 290,000 | AID 1700, 2009;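 active = inhibition above a per-plate limit of that plate's mean compound inhibition plus 3 SD, cut at about 60% in these data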;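 also: 0% = DMSO wells and 100% = LY294002 at 200 µM; higher means less KLF5 promoter-driven luciferase light; inactives centre near -14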
Dyrk1A ADPGlo: rat Dyrk1A kinase inhibitors, primary screen, biochemical, single point, plate reader | ADP-Glo luminescence, NFATc1 peptide | inhibition, % at 12.5 µM | Dual specificity tyrosine-phosphorylation-regulated kinase 1A (Rattus norvegicus), Q63470 | hit rate 0.43% among 310,000; in the data active = inhibition above about 50%;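 also: plate controls were vehicle with enzyme for no effect and no enzyme for full effect; many of its hits are not listed in these tables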
GSK3beta inhib: human GSK3beta kinase inhibitors, primary screen, biochemical, cell-free homogeneous, HTS | GST-GSK3beta kinase, ADP-Glo luminescence, 60 min; stronger effect = lower value | activity score (negative = inhibition), % at 10 µM | hit rate 0.038% among 300,000 | AID 2097, 2009;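 active = more than half of replicate wells score below -50%, meaning over 50% inhibition versus plate controls; inconclusive = some replicates but at most half score below -50%; inactive = no replicate scores below -50%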;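 also: 0% = median DMSO wells and -100% = median GW8510 positive control wells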
Target sequence (P49841 whole entry, looked up): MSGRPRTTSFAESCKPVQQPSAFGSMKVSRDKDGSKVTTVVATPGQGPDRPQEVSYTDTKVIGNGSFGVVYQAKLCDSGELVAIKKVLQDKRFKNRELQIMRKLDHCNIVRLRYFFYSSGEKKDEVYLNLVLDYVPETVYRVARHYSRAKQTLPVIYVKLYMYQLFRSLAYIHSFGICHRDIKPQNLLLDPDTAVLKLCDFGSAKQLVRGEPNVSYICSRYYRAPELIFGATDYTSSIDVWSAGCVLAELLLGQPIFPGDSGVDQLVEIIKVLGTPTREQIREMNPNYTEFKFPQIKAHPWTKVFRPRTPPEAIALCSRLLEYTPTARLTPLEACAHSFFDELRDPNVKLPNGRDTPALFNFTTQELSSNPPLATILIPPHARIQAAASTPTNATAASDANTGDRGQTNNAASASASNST
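Assay system: GST-fused GSK3beta enzyme, cell-free / Medium: Tris pH 7.5 buffer with MgCl2, DTT, BSA, heparin / Also added: peptide substrate plus 25 µM ATP (final) / Compound: 10 µM single point / Timing: kinase reaction with compound 60 min at room temperature / Detection: ADP-Glo luminescence / Benchmarks: DMSO neutral wells and GW8510 at 20 µM as positive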
IEC-6 tox: cytotoxicity in IEC-6 intestinal epithelial cells, primary screen, cytotoxicity control for KLF5 inhibitor project, cell-based, luminescence. inhibition, % at 5 µM. IEC-6 cytotoxicity, luminescence viability. hit rate 0.78% among 290,000; in the data active = inhibition above about 22%;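 also: 0% = plate median of test compound wells and 100% = cytotoxic reference compound wells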
aSyn 5UTR inh: MLPCN primary screen, SNCA 5' untranslated region | hit rate 0.82% among 300,000 | alpha-synuclein 5'UTR reporter, inhibitor activity | AID 1813, 2009 | inhibition, % (tested at 7.5 µM); in the data active = inhibition above about 60%; inconclusive = no clear call, values can overlap the other calls;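 also: H4 neuroglioblastoma cells stably carrying SNCA 5'UTR luciferase fusion; 0% = DMSO wells and 100% = positive control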
* hit, by the source's call; ? = inconclusive; . = not tested or not shown. Some of the compounds tested; rates above refer to the full screens.

SMILES	Platelet DG rel	HSF1 inhib	HSF-1 act	GSK3 alpha inh	HSP90 inh	KLF5 inhibitor	Dyrk1A ADPGlo	GSK3beta inhib	IEC-6 tox	aSyn 5UTR inh
COc1ccc(CNC(=O)c2ccc3oc(C(C)C)nc3c2)cc1	-2	-5	20	.	-4	-120	6	5	2	-118
FC(F)(F)c1cccc(NC(=S)N2CCCC2)c1	3	-1	-2	-1	-2	-38	-3	1	3	-5
COc1ccc(C2(C(=O)N3CCCC3)CCOCC2)cc1OC	4	-22	-44	-3	-1	0	-8	2	-1	13
C#CCNC(=O)C1=C[C@@H](C)C[C@@H](OCc2ccc(CO)cc2)O1	3	2	19	-5	8	-24	-3	-1	-3	-34
N#Cc1c(NC(=O)C(=O)NCCCN2CCOCC2)sc2c1CCC2	0	-5	-16	-1	5	-18	.	-3	-2	-5
O=C(NCc1cccs1)C1CCN(S(=O)(=O)c2cccc3nsnc23)CC1	-2	-4	-5	-1	1	-41	-1	2	-2	1
COC(=O)Nc1ncc(CN2CCC(c3ccccc3)CC2)s1	-1	0	8	-2	3	4	-2	-4	-2	3
CCc1ccc2[nH]c3nc(SCc4nnc(-c5ccc(C)cc5)o4)nnc3c2c1	.	-2	7	4	-4	3	-4	0	2	-43
COc1ccc(OC)c(NC(=O)C2CCC(CNc3c(N4CCC(C)CC4)c(=O)c3=O)CC2)c1 (stereo unspecified)	20	11	30	0	-1	-51	2	1	1	21
O=C(/C=C/c1ccc(S(=O)(=O)N2CCOCC2)cc1)N1CCN(c2ccc(F)cc2)CC1	2	8	12	0	0	-15	-1	0	0	-4
O=C(NC(=S)NC1CCCC1)c1ccccc1	0	20	27	-1	-2	-79	1	0	6	-126
Cc1noc(C)c1C(=O)N1CCCC(N2CCN(c3cccc(C(F)(F)F)c3)CC2)C1 (stereo unspecified)	-1	3	3	0	-2	3	2	2	7	19
CCOC(=O)CSc1nnc(CSc2nc3ccccc3s2)n1C	20	-1	-15	-1	1	-5	-2	1	-1	-12
CCn1nc(NS(=O)(=O)c2ccc(NC(C)=O)cc2)c2cc3ccccc3nc21	11	-8	20	-7	1	-13	0	1	5	10
Cc1c(C=O)cnn1CCC(=O)O	0	8	4	-5	0	1	-7	-1	0	31
NS(=O)(=O)c1ccc(N=C2C(=O)Nc3ccccc32)cc1	7	-4	4	0	-1	-6	21	2	-5	-22
CC12CCC(=O)N1C(C(=O)OCC(=O)Nc1ccc(Cl)c(Cl)c1)CS2 (stereo unspecified)	13	-1	4	-1	-1	-14	4	0	5	-13
Cc1ccc(Sc2nc(-c3ccccc3)ccc2C#N)cc1	-1	0	-1	-4	-1	-15	-4	4	8	18
CC(=O)N(C)c1ccc(OCC(O)Cn2c3ccc(Cl)cc3c3cc(Cl)ccc32)cc1 (stereo unspecified)	2	38	59*	-1	2	-23	-3	1	7	7
c1ccc(CCNc2ncnc3sccc23)nc1	5	8	20	-3	-3	-41	.	3	2	-86
CCc1ccccc1N(CC(=O)OC)S(C)(=O)=O	1	-3	10	1	1	-8	-45	1	2	3
CCC1Oc2ccc(C)cc2N(CC(=O)N2CCN(c3ccc(F)cc3)CC2)C1=O (stereo unspecified)	5	4	8	-2	-4	0	.	-1	-6	-3
COC(=O)c1ccccc1NC(=O)c1cc([N+](=O)[O-])nn1Cc1ccccc1	-4	-7	8	-2	-1	-3	-1	2	-7	-6
C/C(=N/NC(=O)c1ccncc1)c1ccc(NC(=O)c2ccccc2)cc1	-5	8	2	-1	1	-44	6	-2	4	-40
CC(C)CCNC(=O)CCn1nc(-c2ccc(Cl)cc2)ccc1=O	5	2	15	-3	1	-50	0	3	0	4
Other structures follow:
SMILES	Platelet DG rel	HSF1 inhib	HSF-1 act	GSK3 alpha inh	HSP90 inh	KLF5 inhibitor	Dyrk1A ADPGlo	GSK3beta inhib	IEC-6 tox	aSyn 5UTR inh
OCCC1CN(Cc2ccccn2)CCN1C1CCCC1 (stereo unspecified)	0	-6	-5	0	-1	-1	-4	-2	-6	-2
Cc1cc(Cl)c(S(=O)(=O)N2CCCCCC2)cc1OCC(=O)NC1CCCCC1	-4	-2	10	-2	-3	-37	-4	3	0	26
O=C(Nc1nnc(CCc2ccccc2)s1)c1ccccc1	-6	17	51*	-5	6	-78	.	.	5	-91
CCCc1nc2sc3ccccc3c(=O)c2c(=O)n1Cc1ccco1	.	.	.	.	3	-23	6	.	-3	.
COc1cccc(-c2nnc(NC(=O)c3ccc4ncsc4c3)o2)c1	5	-1	19	-3	10	-26	1	-1	5	-24
CCOC(=O)c1c(NC(=O)CSc2nnc3ccccn23)sc2c1CCC2	1	11	6	0	0	-3	-57	3	0	6
COc1cc(CNC2CCCC2)cc(Cl)c1OCc1ccccc1Cl	-8	5	13	.	4	9	9	1	3	-7
CN(C)c1ccc(/C=N/NC(=O)CCCCCNC(=O)c2ccccc2)cc1	18	1	0	0	5	-1	1	0	-1	-44
Cc1ccc(C(=O)C(C)Sc2nnc(N)s2)cc1 (stereo unspecified)	-39	0	-14	-2	0	-26	0	2	0	-8
NNC(=O)c1snnc1-c1ccccc1	-1	-3	-4	2	-2	-12	-2	0	0	0
Cn1ncc(Br)c1C(=O)NC12CC3CC(CC(C3)C1)C2	17	-5	-5	2	-1	-25	0	2	2	28
CCC(=O)/C(=C(/O)c1ccccc1)c1nc2ccccc2[nH]1	-1	-2	5	-2	6	-4	-4	-1	1	-69
O=C(Nc1ccc(F)cc1)N1CCOCC1	-5	-53*	-64	0	0	-14	-4	0	1	4
CC(Oc1ccc(Cl)cc1Cl)C(=O)NCCCN(C)C (stereo unspecified)	-11	-4	-1	-1	-3	3	-7	3	-6	-26
Cc1cccc(NC(=O)COc2coc(CN3CCN(c4ccccc4)CC3)cc2=O)c1	7	-4	-8	-3	.	.	7	-2	.	16
O=S(=O)(Nc1cccc2ccccc12)c1ccccc1F	5	23	31	-1	-3	-46	1	-2	1	19
CC(=O)Cn1ncc(N2CCOCC2)c(Cl)c1=O	0	-2	0	-1	2	-7	9	0	-1	-2
COC(=O)c1ccc(S(=O)(=O)N2CCCC2)o1	9	-4	-3	1	1	2	2	2	2	20
C=CCN1C(=O)S/C(=C\c2ccc(N3CCOCC3)cc2C)C1=O	-3	19	13	0	2	-48	-5	1	1	-152
O=c1c2sc3nc(N4CCOCC4)c4c(c3c2ncn1-c1ccccc1)CCCC4	-3	0	20	-8	2	0	.	-1	2	24
COCc1[nH][nH]c(=O)c1C=Nc1ccccc1	-7	9	1	-1	-1	-39	-14	-4	-2	2
O=C(N1CCOCC1)N(CCN1CCOCC1)Cc1cccc2ccccc12	4	-2	3	0	4	-21	-1	4	2	27
Cc1ccc(-c2ccc(/C=N/N3C(=O)C4C5C=CC(CC5)C4C3=O)o2)c([N+](=O)[O-])c1 (stereo unspecified)	9	13	32	-4	4	-31	8	1	-3	-55
COc1ccc(CN2CCNC(=O)C2CC(=O)NC2CCCC2)c(C)c1C (stereo unspecified)	-7	-4	-4	-6	-3	-27	-3	2	-1	-7
COc1ccccc1NC(=O)Cn1nnc(-c2ccccc2NC(=O)c2cc3ccccc3oc2=O)n1	6	24	46	-3	-4	-42	-2	-2	-2	-119
Continuation.
SMILES	Platelet DG rel	HSF1 inhib	HSF-1 act	GSK3 alpha inh	HSP90 inh	KLF5 inhibitor	Dyrk1A ADPGlo	GSK3beta inhib	IEC-6 tox	aSyn 5UTR inh
CN(Cc1ccccc1)c1nc(N)c([N+](=O)[O-])c(NCc2ccccc2)n1	-1	54	67*	-3	-3	-24	-2	-3	-4	45
CC(=O)c1ccc(N2CCN(S(=O)(=O)c3cccc4nonc34)CC2)cc1	10	5	1	2	2	-20	.	-3	-2	-24
COc1cc(NC(=O)Cc2nn(C)c(=O)c3ccccc23)cc(OC)c1	1	1	-10	-1	-6	-37	-6	0	0	1
CCC(=O)N1CCC2(CC1)Oc1ccc(F)cc1C(=O)C21CC(c2cccnc2)=NO1 (stereo unspecified)	2	1	16	-4	.	.	-1	-2	.	34
Cn1c(SCCN2CCCC2)nnc1C1CCN(S(=O)(=O)c2cccc(F)c2)CC1	-3	1	18	2	-1	-52	-6	1	2	11
CCn1cc2c(c1-c1cccc(C)c1)c(=O)n(C)c(=O)n2C	-2	4	-8	-5	0	-5	-3	2	2	-8
Cc1ccc2c(c1)N(C(=O)CCC(=O)O)CCO2	-10	3	-5	-1	-1	-27	-7	2	0	2
COC(=O)C1=C(C)Nc2nnnn2C1c1ccco1 (stereo unspecified)	3	-3	0	3	0	-7	-7	4	-3	8
Nc1ccc(C(=O)N(CCO)CCO)cc1	7	-7	-6	-3	-12	5	-1	2	-2	2
CC(C)(C)c1ccc(OCCC(=O)Nc2cccc(S(=O)(=O)N3CCCC3)c2)cc1	1	7	5	-5	.	.	-2	0	.	20
CCOc1ccc(-c2cc(C(=O)NCC3CCCO3)c3ccccc3n2)cc1 (stereo unspecified)	?	8	20	3	6	-12	.	-1	4	-58
CN1CCN(c2ccc(Cl)cc2NC(=O)c2ccc(S(=O)(=O)N3CCCCCC3)cc2)CC1	3	15	29	-2	5	-35	1	3	1	41
CN(C)S(=O)(=O)c1ccc(C(=O)OCC(=O)NCc2ccccc2)cc1	-5	7	8	-3	-2	13	-6	3	-5	-11
CCOC(=O)C1=C(C)N(C)C(C)=C(C(=O)OCC)C1c1ccsc1	8	-2	0	-9	2	-1	.	1	-3	23
O=C(Nc1ccc(OCC(F)(F)C(F)F)c(C(F)(F)F)c1)c1ccccc1	-2	-5	16	0	-1	-48	-5	4	10	-101
COc1ccccc1S(=O)(=O)Nc1ccc(-c2nnc3n2CCCCC3)cc1	-3	-7	-9	.	-2	9	-4	-1	1	8
O=C(CNCCO)N1CCc2ccccc21	-5	-3	-5	.	0	-48	1	0	3	11
O=C(NCc1ccccc1)C1CCCN(S(=O)(=O)c2cccc3nsnc23)C1 (stereo unspecified)	-3	-72*	-78	0	0	-7	-3	-1	9	18
CCc1ccccc1Nc1nc(N)nc(CSc2nnc3ccccn23)n1	5	-10	-2	0	0	7	12	0	1	-22
CCOc1ccc2nc(NS(C)(=O)=O)sc2c1	-8	-3	-17	1	5	-3	12	3	1	-32
COc1ccc(NC(=O)CSc2nc3c([nH]c4ccccc43)c(=O)n2C)cc1	-2	-1	4	5	1	-24	1	0	1	-3
